CaV13 FRET inh: Primary screen for inhibitors of IQ motif and Ca2+-dependent inactivation inhibitor domain binding in CACNA1D, Förster resonance energy transfer in living cells, … | HEK cells, CFP/YFP FRET ICDI-IQ, plate reader, 10 min; percent FRET-ratio fall versus neutral wells | inhibition, % at 12.3 µM | actives 0.098% (n = 340,000);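 active means mean replicate inhibition of at least 30% and at least 1% of replicates passing that level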;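 further: 0% = median of the neutral control wells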
N-glyco inh: N-linked glycosylation inhibition | reporter increase, % at 12.5 µM | D54 ERlucT glycosylation luciferase reporter, 24 h; percent of 100 nM tunicamycin response | actives 0.23% (n = 360,000) | AID 588692;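 active means mean luciferase reporter signal, scaled so untreated is 0 and the glycosylation-blocking control 100, at or above a set limit in every replicate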;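 further: luciferase carries N-glycosylation sites so blocking glycosylation raises the light; 0% = median of neutral control wells and 100% = median of 100 nM tunicamycin wells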
Exocytosis inh: lytic granule exocytosis inhibition | TALL-104 LAMP-1 surface exposure, flow cytometry; cells stimulated with thapsigargin and PMA | inhibition, % at 10 µM | actives 0.66% (n = 360,000) | AID 651702;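 active means inhibition above about 55%, limit read from the data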
hiPSC survival: increases survival of single human iPS cells | survival enhancement, % at 20 µM | actives 0.044% (n = 360,000) | hiPSC single-cell survival, ATPlite luminescence; 100% = ROCK inhibitor wells, 0% = DMSO; in the data active means survival enhancement above about 18%;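 further: cells exposed to compounds for 16 hours before the ATP read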
ABCB6 inh MLPCN: human ABCB6 transporter inhibition. K562-ABCB6 porphyrin accumulation, flow cytometry, 1 h; stronger effect = lower value. fluorescence ratio to DMSO, % at 10 µM. actives 0.19% (n = 360,000). Q9NP58;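 active means fluorescence ratio to DMSO below 75%, the collection mean minus 3 SD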;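 further: signal is porphyrin accumulated inside mitochondria; 100% equals median channel fluorescence of DMSO control wells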
Vif inh: blocks HIV Vif function. actives 0.35% (n = 340,000). AID 602346. HEK293T cells, Vif self-association by quenched fluorescence, imaging, 24 h. inhibition, % at 7.49 µM; in the data active means inhibition above about 50%, passing the limit was not always enough; further: some results filed as inactive read as strong as hits
aDG glyco act: increases alpha dystroglycan glycosylation; Pro5-aDG cells, alpha-DG glycosylation AlphaScreen (IIH6); 0% Pro5, 100% B10-LARGE cell signal; activation, % at 10 µM; actives 0.22% (n = 360,000); AID 624168;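 active means activation of at least 8% versus controls, or a plate z-score of at least 8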;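 further: Pro5 are CHO cells carrying HIG-tagged alpha-DG that lacks glycosylation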
m5-HT2A agonist: activates the mouse 5-HT2A serotonin receptor; P35363; CHO-K1 mHTR2A beta-arrestin complementation, luminescence; percent of 30 µM serotonin response; activation, % at 7.6 µM; actives 0.66% (n = 360,000); AID 624169;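 active means activation above a run cutoff, the mean activation of all tested compounds plus 3 SD, cut at about 14% in these data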;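 further: 0% = plate median of compound wells and 100% = 30 µM serotonin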
Target sequence (P35363 whole entry, looked up): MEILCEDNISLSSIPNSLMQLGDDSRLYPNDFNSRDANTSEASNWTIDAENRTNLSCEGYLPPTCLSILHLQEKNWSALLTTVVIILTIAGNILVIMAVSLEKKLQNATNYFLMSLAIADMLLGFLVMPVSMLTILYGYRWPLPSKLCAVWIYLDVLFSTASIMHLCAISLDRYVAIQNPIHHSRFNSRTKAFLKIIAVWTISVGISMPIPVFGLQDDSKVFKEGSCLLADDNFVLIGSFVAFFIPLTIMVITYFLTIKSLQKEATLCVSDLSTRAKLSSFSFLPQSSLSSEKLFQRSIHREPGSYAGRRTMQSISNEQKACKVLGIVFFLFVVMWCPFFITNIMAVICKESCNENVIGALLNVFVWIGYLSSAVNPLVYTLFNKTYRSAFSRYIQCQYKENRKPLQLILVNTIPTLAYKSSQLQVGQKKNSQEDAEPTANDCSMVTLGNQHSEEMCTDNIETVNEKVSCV
Cardio protect: myocardial damage modulation in H9c2 cells. H9c2 cardiomyocytes, H2O2 injury protection, ATPLite, 2 h. actives 0.63% (n = 360,000). protection from H2O2 cell death, % at 20 µM;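 active means compounds giving at least 50% protection of heart cells from peroxide-induced death in the single-dose screen, raw or plate-pattern-corrected value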;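 further: 0% = DMSO wells with peroxide and 100% = DMSO wells without peroxide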
PDI inh: PDI (human) enzyme inhibition | P07237 | PDI insulin aggregation turbidity, A650, 90 min | inhibition, % at 10 µM | actives 0.052% (n = 350,000) | AID 588391;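 active means mean inhibition across replicates of 30% or more, whatever share of single replicates reach that level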;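 further: absorbance from insulin aggregation driven by PDI reduction with DTT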
Target sequence (P07237 whole entry, looked up): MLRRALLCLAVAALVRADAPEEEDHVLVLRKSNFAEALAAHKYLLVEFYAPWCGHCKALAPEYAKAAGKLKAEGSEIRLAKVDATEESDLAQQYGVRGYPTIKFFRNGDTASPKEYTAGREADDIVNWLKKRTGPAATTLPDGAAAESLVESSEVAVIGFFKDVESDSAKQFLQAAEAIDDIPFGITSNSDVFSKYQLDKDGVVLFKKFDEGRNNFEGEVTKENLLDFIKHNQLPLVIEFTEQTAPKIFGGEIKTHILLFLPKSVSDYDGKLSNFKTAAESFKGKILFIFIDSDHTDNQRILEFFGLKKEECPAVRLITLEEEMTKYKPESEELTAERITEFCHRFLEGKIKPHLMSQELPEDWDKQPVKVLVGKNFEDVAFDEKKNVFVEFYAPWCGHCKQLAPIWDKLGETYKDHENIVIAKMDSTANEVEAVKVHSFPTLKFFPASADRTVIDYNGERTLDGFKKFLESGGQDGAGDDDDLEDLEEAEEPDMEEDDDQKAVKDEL
An asterisk follows results filed as active; . = not tested or not shown.

1	CCc1cccc(C)c1NC(=O)CN1CCN(S(=O)(=O)c2ccc(C(C)(C)C)cc2)CC1
2	CCOC(=O)c1ccc(NC(=O)CCC(=O)OC)cc1
3	CCc1ccc(NC(=O)N(CCN2CCOCC2)Cc2ccc3c(c2)CCCN3CC)cc1
4	O=C(CSc1nnc(C2CC2)n1Cc1ccccc1)c1ccc(S(=O)(=O)N2CCOCC2)cc1
5	CCCc1nc2oc3c(NCCN(C)C)ncnc3c2c2c1CCCC2
6	CCOc1ccc(NC(=O)CN(C)C(=O)c2cn(-c3ccccc3)nc2-c2cccs2)cc1OCC
7	CCOC(=O)C1=C(COC(=O)c2cc(S(=O)(=O)N(C)C)ccc2C)NC(=O)NC1C (centres undefined)
8	CCOc1ccccc1NC(=O)c1ccccc1-c1nc(-c2ccccc2OC)no1
compound no.	1	2	3	4	5	6	7	8
CaV13 FRET inh	-16	0	-3	-6	-8	-6	-3	0
N-glyco inh	-3	1	0	2	-6	10	-4	-3
Exocytosis inh	0	0	2	-2	-8	45	3	-3
hiPSC survival	-0.5	-1.5	-2.3	-0.8	-1.4	-0.1	-2.6	-1.3
ABCB6 inh MLPCN	101	97	104	91	94	98	100	97
Vif inh	-17	-4	.	8	-17	-17	6	-11
aDG glyco act	1.6	-0.3	0.3	0.1	0.7	-0.4	-0.3	-0.4
m5-HT2A agonist	-2	6	0	-5	-7	-7	-4	-1
Cardio protect	-3	6	1	-7	-15	18	4	2
PDI inh	-10	5	-4	4	-11	7	-7	0

Look-ups from the results shown:
cpd 2 in Cardio protect reads 6
cpd 6 in Cardio protect reads 18
cpd 5 in Vif inh reads -17
cpd 8 in N-glyco inh reads -3

Following part:
9	COc1ccc(CNC(=O)CS(=O)(=O)Cc2nc(-c3cccc(OC)c3)oc2C)cc1
10	O=C(CSCc1c(F)cccc1Cl)NNC(=S)NC1CCCCC1
11	COc1ccccc1CN1[C@@H](CC(=O)O)c2ccccc2S1(=O)=O
12	CCn1cc(CN2CCC(n3nccc3NC(=O)Cc3ccccc3)CC2)cn1
13	COc1ccc(C(CCN(Cc2ccc(OC)c(OC)c2)C(=O)CCl)c2ccccc2)cc1 (centres undefined)
14	NC(=O)c1oc2ccccc2c1NC(=O)CS(=O)(=O)c1ccccc1
15	CC(C)(C)C1c2[nH]c3ccccc3c2CCN1Cc1cccc(OCCO)c1 (centres undefined)
16	CCN(CC)c1nc2c(c(=O)[nH]c(=O)n2C)n1CCOc1ccccc1
compound no.	9	10	11	12	13	14	15	16
CaV13 FRET inh	-8	-5	-11	-6	-5	-2	-5	-1
N-glyco inh	-3	0	4	2	12	-1	-1	0
Exocytosis inh	2	-3	10	1	-4	-4	2	3
hiPSC survival	-0.4	-0.6	-1.0	-0.3	-3.6	0.3	-0.4	0.1
ABCB6 inh MLPCN	84	91	100	98	102	104	108	99
Vif inh	7	.	-2	-3	14	-6	-4	-7
aDG glyco act	0.1	0.2	0.2	-0.1	-0.5	-0.2	0.0	-0.1
m5-HT2A agonist	8	-5	-1	3	-2	3	-4	0
Cardio protect	4	3	-2	1	-11	4	9	-4
PDI inh	-9	11	-2	0	-3	-11	6	10

17	COC(=O)c1nc(N)sc1-c1ccc(Cl)cc1
18	O=C(CC1C(=O)NCCN1CC1CCCCC1)NC1(c2ccccc2)CC1 (centres undefined)
19	COC(=O)c1ccc(N2CCc3ccccc32)c([N+](=O)[O-])c1
20	COc1ccccc1CNc1n[nH]c(NCc2ccccc2OC)n1
21	Cc1ccc(-c2nc(NCC3CCCO3)sc2C)cc1 (centres undefined)
22	CC(=O)c1ccc2cccc3c2c1N=CN3C
23	COc1ccccc1OC(C)C(=O)Nc1ccccc1C(=O)NCc1cccnc1 (centres undefined)
24	O=c1c2cnn(-c3ccccc3)c2ncn1Cc1ccccc1F
compound no.	17	18	19	20	21	22	23	24
CaV13 FRET inh	6	-6	-4	-6	-3	.	-3	-6
N-glyco inh	11	1	-2	0	-1	5	0	4
Exocytosis inh	-4	1	3	-4	2	1	-4	-6
hiPSC survival	-0.9	1.4	0.0	-1.2	0.4	-0.6	0.1	-0.8
ABCB6 inh MLPCN	98	100	90	107	103	192	101	107
Vif inh	-5	3	-7	-2	10	67*	-4	-12
aDG glyco act	-0.3	-0.3	-0.1	0.2	0.0	0.0	-0.1	0.1
m5-HT2A agonist	1	-2	-2	4	-4	0	-1	1
Cardio protect	-2	2	-10	-3	-11	2	0	-16
PDI inh	-6	5	-6	-1	8	8	10	4

25	Cc1c(C(=O)OCc2nc3ccsc3c(=O)[nH]2)oc2ccccc12
26	O=c1c2c(nc3c(-c4ccccc4)c[nH]n13)CCC2
27	O=C(CCn1ccc2ccccc21)Nc1ccc(N2CCOCC2)cc1
28	CCCC(C)NC(=O)COc1ccc(S(=O)(=O)N2CCCC2)cc1 (centres undefined)
29	O=C(CCO)c1ccc(O)cc1
30	COc1ccc(C2C(C(=O)N3CCN(c4ccccc4)CC3)c3ccccc3C(=O)N2C)cc1OC (centres undefined)
31	O=C(C[n+]1cccc2ccccc21)c1ccc(Cl)cc1
32	CC(C)Oc1ccc(C(=O)Nc2ccc(N(C)C)cc2)cc1
compound no.	25	26	27	28	29	30	31	32
CaV13 FRET inh	-18	-5	-3	-2	.	-3	-2	-9
N-glyco inh	-1	1	3	2	0	0	-2	-9
Exocytosis inh	1	1	-1	-5	9	-1	3	-3
hiPSC survival	-0.5	-3.3	1.5	-1.0	0.7	2.6	-0.6	-2.0
ABCB6 inh MLPCN	96	96	92	87	103	99	222	95
Vif inh	-10	-1	-1	8	-6	-14	-11	1
aDG glyco act	-0.2	0.1	-0.1	0.2	0.0	0.1	0.3	-0.2
m5-HT2A agonist	-1	2	-5	4	-3	-5	-1	-3
Cardio protect	2	11	-8	-3	3	3	4	-12
PDI inh	4	7	-7	5	.	2	13	0

Next part, overlapping the part above by three compounds.
The line under a structure holds: CaV13 FRET inh | N-glyco inh | Exocytosis inh | hiPSC survival | ABCB6 inh MLPCN | Vif inh | aDG glyco act | m5-HT2A agonist | Cardio protect | PDI inh
30	COc1ccc(C2C(C(=O)N3CCN(c4ccccc4)CC3)c3ccccc3C(=O)N2C)cc1OC (centres undefined)
    -3 | 0 | -1 | 2.6 | 99 | -14 | 0.1 | -5 | 3 | 2
31	O=C(C[n+]1cccc2ccccc21)c1ccc(Cl)cc1
    -2 | -2 | 3 | -0.6 | 222 | -11 | 0.3 | -1 | 4 | 13
32	CC(C)Oc1ccc(C(=O)Nc2ccc(N(C)C)cc2)cc1
    -9 | -9 | -3 | -2.0 | 95 | 1 | -0.2 | -3 | -12 | 0
33	CCn1c(SCC(=O)c2ccc(O)c(O)c2)nnc1-c1ccccc1OC
    . | -3 | 1 | -2.0 | 99 | . | -0.3 | -1 | 41 | -4
34	Cc1cc(C)n2nc(C(=O)N3CCN(c4ccc([N+](=O)[O-])cc4)CC3)nc2n1
    -4 | -1 | -10 | 1.2 | 97 | -9 | 0.5 | 8 | -4 | -1
35	CC(=O)c1ccc(N/C=C/C(=O)c2ccc(Br)cc2)cc1
    -24 | -8 | 4 | -0.4 | 97 | -2 | 0.0 | 6 | 8 | -1
36	CCC(=O)c1c(NC(C)C)cc(C)oc1=O
    -9 | -1 | 0 | 0.2 | 91 | -8 | 0.2 | 4 | 6 | 1
37	CCc1cc2c(=O)c(-c3nc4ccccc4n3C)c(C)oc2cc1OC(C)=O
    -5 | 1 | 2 | 2.9 | 102 | -2 | 0.5 | 6 | 2 | -7
38	CCOC(=O)C(C)Sc1nnc(CNC(=O)c2ccc(OC)cc2)n1C1CCCCC1 (centres undefined)
    -4 | 1 | -1 | -3.1 | 95 | -14 | 0.1 | -2 | -1 | 4
39	CCOc1ccc(N=C2SCCCN2C(=O)c2c(CC)noc2C)cc1
    -5 | -3 | -6 | -0.5 | 96 | . | 0.6 | 10 | -1 | 0
40	C[C@@H]1CN([C@@H](C)CO)S(=O)(=O)c2ccc(Br)cc2O[C@@H]1CN(C)C(=O)NC1CCCCC1
    -7 | 0 | 8 | -0.1 | 101 | 3 | 0.2 | -3 | 3 | -9
41	CCOc1ccc(Cn2nnc(-c3ccc(S(C)(=O)=O)cc3)n2)cc1OCC
    -6 | -7 | -2 | 0.2 | 96 | 8 | 0.2 | 4 | -7 | -1
42	O=C(COC(=O)c1ccc(Br)o1)NCC(=O)Nc1ccc(F)cc1
    -2 | 1 | 2 | -2.6 | 92 | -2 | -0.2 | -8 | 12 | 3
43	CCOC(=O)C1(C(F)(F)F)N=C(C(F)(F)F)Nc2ccc(F)cc21 (centres undefined)
    -5 | 3 | 0 | -1.3 | 59* | -12 | -0.1 | 4 | -4 | 2
44	Cc1ccc2[nH]c(C(F)(F)F)cc(=O)c2c1
    -12 | -5 | 0 | -0.5 | 92 | -9 | 0.3 | 9 | -11 | 8
45	COc1ccc(NC(=O)N2CCCc3ccccc32)cc1OC
    . | -1 | -1 | 0.9 | 93 | -4 | -0.1 | 4 | 1 | 3
46	O=C(NCCN1CCOCC1)c1ccc(CS(=O)(=O)c2c(Cl)cccc2Cl)o1
    1 | 0 | 0 | -1.2 | 99 | 3 | 0.1 | 0 | 2 | .
47	CCCCNC(=S)N/N=C/c1ccccc1F
    -5 | -1 | 0 | -1.6 | 90 | 1 | 1.4 | -2 | -14 | -3
48	CCN(CC)CCCN1C(=O)C(=O)/C(=C(/O)c2ccc(Cl)cc2)C1c1ccccn1 (centres undefined)
    -4 | 1 | 0 | 1.5 | 101 | 0 | 0.3 | -1 | 2 | -7
49	O=S(=O)(c1ccc(Br)c2nsnc12)N1CCOCC1
    -30 | 3 | 6 | -2.7 | 94 | 6 | 1.4 | 6 | -7 | 2
50	O=C(NC1CC1)c1scc2c1OCCO2
    . | -3 | -1 | 3.1 | 89 | . | -0.1 | -1 | 8 | -13
51	Cc1cccc(C)c1OCC(=O)OC/C(O)=C(\C#N)c1nc2ccccc2[nH]1
    -4 | 11 | -1 | 1.4 | 98 | 0 | -0.4 | 1 | -9 | 1
52	CCc1ccc(N2CC(C(=O)OCC(=O)NC3CC3)CC2=O)cc1 (centres undefined)
    -6 | 1 | 12 | 0.0 | 98 | 21 | -0.1 | 4 | 1 | 0
53	CC(C)(C)OC(=O)NCCCCCNC(=O)c1[nH]cnc1C(=O)N[C@@H](Cc1ccccc1)C(=O)OCc1ccccc1
    -4 | -1 | -10 | -1.1 | 94 | 15 | -0.1 | 1 | -18 | 7

Entries by screen from the list:
Vif inh for nos. 49–52, in order: 6, ., 0, 21

Screening data: PubChem, several laboratories
